Rev-erbA mod: modulators of human Rev-erb alpha DNA binding; AID 1259318; P20393; Rev-erbα–FITC-DNA binding, fluorescence polarization, 90 min; activity, % at 10 µM; hit rate 0.79% among 370,000;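 active means activity above about 14%, limit read from the data; passing the limit was not always enough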;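 further: 0% = DMSO wells with 35 nM protein and 100% = DMSO wells with 750 nM protein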
SMARCA2 activ: activators of SMARCA2 function; MG213 cells, MMTV-luciferase reporter, dexamethasone, overnight; hit rate 1% among 370,000; activation, % at 9.1 µM; in the data active means activation above about 7.8%;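 further: 0% = vehicle wells and 100% = reference activator wells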
ssDAF12 agonist: S. stercoralis DAF-12 activation, primary screen; HEK293 ssDAF-12/GRIP1 lit1-tk-luc reporter, luminescence; % of 3 µM dafachronic acid response; activation, % at 6.8 µM; hit rate 1% among 370,000;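 active means activation above the mean over all tested compounds plus 3 SD, cut at about 0.9% in these data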;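 further: 0% = DMSO-only wells and 100% = 3 µM delta7-dafachronic acid wells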
hcDAF12 agonist: activates DAF-12 receptor from parasite H. contortus; HEK293 hcDAF-12 lit1-tk-luc reporter, luminescence; 0% DMSO, 100% Δ7-dafachronic acid; activation, % at 6.8 µM; hit rate 1.4% among 370,000; AID 652067;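 active means activation above the mean of all tested compounds plus 3 SD, cut at about 5.5% in these data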;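 further: 100% = response to 3 µM Δ7-dafachronic acid high control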
FXN GAA850 act: activators of GAA850 frataxin (FXN) promoter; activation, % at 6 µM; AID 540364; HEK293 lucGAA850 FXN promoter luciferase reporter, 24 h; percent of 10 µM SAHA response; hit rate 0.56% among 360,000;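 active means activation above the average of all compounds screened plus 3 SD, cutoff fixed separately per campaign, cut at about 7.5% in these data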;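 further: 0% = DMSO wells and 100% = 10 µM SAHA wells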
HGIII-sPLA2 inh: Inhibits HGIII-sPLA2 liposome hydrolysis, primary screen; QFRET BODIPY PC-A2 liposome hydrolysis, fluorescence; inhibition, % at 12.2 µM; AID 743126; hit rate 0.56% among 370,000; Q9NZ20;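 active means inhibition above mean plus 3 SD of compounds lying within the high and low control bounds, cut at about 19% in these data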;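 further: 0% = median of test compound wells and 100% = no enzyme DMSO wells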
Target sequence (Q9NZ20 whole entry, looked up): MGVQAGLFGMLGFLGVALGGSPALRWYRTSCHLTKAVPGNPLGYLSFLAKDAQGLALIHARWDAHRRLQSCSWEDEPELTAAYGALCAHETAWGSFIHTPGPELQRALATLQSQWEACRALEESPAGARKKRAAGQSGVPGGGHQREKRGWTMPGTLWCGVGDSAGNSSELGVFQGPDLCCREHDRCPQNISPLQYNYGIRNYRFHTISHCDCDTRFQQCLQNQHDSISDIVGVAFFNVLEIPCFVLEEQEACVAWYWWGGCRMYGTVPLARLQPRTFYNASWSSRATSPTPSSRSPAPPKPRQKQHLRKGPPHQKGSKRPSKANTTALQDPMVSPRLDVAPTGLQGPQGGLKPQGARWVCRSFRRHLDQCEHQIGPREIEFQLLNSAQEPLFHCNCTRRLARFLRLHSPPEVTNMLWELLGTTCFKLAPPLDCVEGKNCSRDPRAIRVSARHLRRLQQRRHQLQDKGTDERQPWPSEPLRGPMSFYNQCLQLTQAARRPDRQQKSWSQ
DAX1 inh-1: blocks DAX1 repression of SF-1 activated StAR promoter | HEK293T StAR-luciferase reporter, SF-1/DAX-1 repression relief | inhibition, % at 6.8 µM | hit rate 1.1% among 370,000 | AID 652010;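 active means inhibition above the mean over all tested compounds plus 3 SD, cut at about 3.6% in these data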;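 further: 0% = DAX-1 cells with DMSO and 100% = cells lacking DAX-1 with DMSO; higher inhibition means more luminescence from relief of DAX-1 repression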
PLC-beta3 inh: blocks human PLC-beta3 enzyme activity. inhibition, % at 12.2 µM. Q01970. AID 720704. hit rate 0.18% among 370,000. Purified PLC-beta3, fluorogenic substrate, fluorescence; in the data active means inhibition above about 11%;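 further: 0% = median of compound wells on plate and 100% = full blocker control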
hgDAF-12 ag: activates the H. glycines DAF-12 receptor ligand-binding domain | HEK293 GAL4-hgDAF12 UAS-luciferase reporter, agonist luminescence; normalized to butyrate control | activation, % at 6.8 µM | hit rate 1.8% among 370,000 | AID 687014;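 active means activation above a cutoff set at the mean of all screened compounds plus 3 SD, cut at about 10% in these data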;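 further: 0% = DMSO wells and 100% = sodium butyrate wells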
DAX1 inh-2: NR0B1 (DAX1) inhibition; P51843; AID 504766; HEK293 Gal4-DAX1 luciferase reporter, luminescence; inhibition, % at 6.75 µM; hit rate 0.99% among 340,000;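 active means inhibition above the mean over all tested compounds plus 3 SD, cut at about 4.2% in these data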;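 further: 0% = DAX1-transfected cells with DMSO and 100% = empty-vector control cells with DMSO; inhibition shows as a rise in luminescence from relieved DAX1 repression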
Target sequence (P51843 207-470 limits assumed): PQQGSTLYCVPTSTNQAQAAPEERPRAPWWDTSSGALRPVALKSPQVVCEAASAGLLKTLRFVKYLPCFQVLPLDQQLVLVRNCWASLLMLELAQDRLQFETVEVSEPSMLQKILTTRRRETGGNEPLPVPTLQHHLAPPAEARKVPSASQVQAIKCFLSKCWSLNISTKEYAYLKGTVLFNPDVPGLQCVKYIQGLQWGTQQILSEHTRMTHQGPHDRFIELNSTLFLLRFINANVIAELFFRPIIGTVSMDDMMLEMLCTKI
PG9 binder: PG9 antibody binding by small molecule; inhibition, % at 6.7 µM; TR-FRET gp120-PG9 antibody binding; hit rate 0.43% among 360,000; AID 624416; in the data active means inhibition above about 8.5%
The depositor's hits bear a star; i = inactive; · = no result given; & = joins results of further samples; ! = repeats disagree.

Screens by letter: A = Rev-erbA mod; B = SMARCA2 activ; C = ssDAF12 agonist; D = hcDAF12 agonist; E = FXN GAA850 act; F = HGIII-sPLA2 inh; G = DAX1 inh-1; H = PLC-beta3 inh; I = hgDAF-12 ag; J = DAX1 inh-2; K = PG9 binder
CCCc1cc(=O)oc2cc(OCC(=O)NCCCn3ccnc3)c(Cl)cc12
  A: -2; B: 3; C: -1.1; D: -2.6; E: 0.1; F: -5; G: -0.7; H: -27; I: -0.3; J: 0.5; K: -1.7

CC(C)n1nc(C(=O)Nc2nc3ccc(S(C)(=O)=O)cc3s2)c2ccccc2c1=O
  A: 10; B: -1; C: -1.4; D: -1.2; E: 2.3; F: 6; G: 0.3; H: -2; I: 0.2; J: -0.5; K: 0.3

CC(=NNc1nc2ccccc2o1)c1ncccn1
  A: -2; B: -5; C: -0.8; D: 0.1; E: -15; F: 3; G: -5.4; H: -11; I: -2.7; J: -5.1; K: -0.3

CCc1cc(Cn2nc(-c3ccccc3)cc2C(=O)NCc2ccc(C)cc2)on1
  A: -2; B: 1; C: -1.6; D: -1.0; E: 1.0; F: -16; G: -0.2; H: -1; I: -1.9; J: -0.4; K: 0.4

CC(=O)c1sc(NC(=O)c2ccc(F)cc2)nc1-c1ccccc1
  A: 18; B: 0; C: -2.1; D: -0.2; E: 3.7; F: -8; G: 0.0; H: -5; I: 0.1; J: 1.4; K: 4.0

COc1ccc(-c2ccc3c(n2)CCCN3S(=O)(=O)c2c(C)noc2C)cc1
  A: -3; B: -6; C: -1.6; D: -1.1; E: ·; F: 1; G: -1.3; H: -62; I: -0.9; J: ·; K: -0.2

COc1ccc(/C=C/C(=O)Nc2nc(C)cc(C)n2)cc1OC
  A: -1; B: 3; C: -0.8; D: 1.6; E: 0.6; F: -2; G: -0.5; H: -338; I: -0.7; J: 0.6; K: -0.5

CCNC(=O)C1(C)CCN(C(=O)c2ccc(N(C)C)cc2)C1 (stereo not drawn)
  A: 0; B: -2; C: -0.6; D: -0.7; E: 0.1; F: 9; G: -0.5; H: 3; I: 0.0; J: ·; K: -1.0

COCCNC(=O)C1(C)CCCN(Cc2cc(-c3ccccc3)nn2C)C1 (stereo not drawn)
  A: 3; B: -2; C: -0.6; D: -1.1; E: -0.4; F: 6; G: -0.8; H: -2; I: -2.9; J: ·; K: -2.5

CC(C)CC1NC(=O)N(CC(=O)NC2CCCCC2)C1=O (stereo not drawn)
  A: -4; B: -3; C: -1.2; D: -1.6; E: 0.6; F: 18; G: 0.2; H: 2; I: -1.9; J: 0.5; K: -0.7

Cc1cc(C)c2nc(SC3CCOC3=O)cc(C)c2c1 (stereo not drawn)
  A: 0; B: 1; C: -1.7; D: 2.1; E: 1.6; F: -15; G: -0.5; H: -3; I: -0.1; J: 1.0; K: 1.7

CSc1ncc(C(C)=O)c(C)n1
  A: 0; B: -1; C: -0.8; D: 1.3; E: 0.4; F: 0; G: 0.1; H: 2; I: 0.8; J: 3.1; K: 0.8

Cc1ccc(N2CCN(c3cc(C)nc4nc(C)nn34)CC2)c(C)c1
  A: 2; B: -2; C: -1.7; D: -0.4; E: 1.0; F: 11; G: -1.7; H: 0; I: -0.9; J: 0.9; K: 0.7

COc1ccc(CC(=O)Nc2cc(S(=O)(=O)N3CCOCC3)ccc2N2CCCC2)cc1
  A: -4; B: 4; C: -0.8; D: -0.8; E: 0.8; F: -3; G: 0.3; H: 3; I: 2.4; J: 1.1; K: -3.0

CC(OC(=O)c1cnccn1)C(=O)c1ccccc1 (stereo not drawn)
  A: 3; B: 0; C: -1.1; D: 1.4; E: 0.0; F: 4; G: -0.3; H: -7; I: -0.3; J: -1.4; K: 1.7

Cc1ccc(C(C)C)c(OCCOCCN2CCNCC2)c1
  A: -5; B: 2; C: -0.7; D: -1.1; E: 1.5; F: -5; G: -0.5; H: 1; I: -0.4; J: ·; K: -2.3

Cc1cccc(S(=O)(=O)NC(=O)C2(C)CCN2C(=O)c2ccccc2CCc2ccccc2)c1 (stereo not drawn)
  A: 0; B: 1; C: -1.4; D: -1.1; E: -0.1; F: -23; G: -0.5; H: -3; I: 2.8; J: ·; K: 1.3

Cc1cc(C)cc(OCC(C)CN2CCC(C(O)(c3ccccc3)c3ccccc3)CC2)c1 (stereo not drawn)
  A: -3; B: -5; C: -0.5; D: -2.3; E: ·; F: -16; G: 0.1; H: 1; I: -1.3; J: ·; K: ·

Cc1ccccc1C(=O)NCCCNC(=O)c1ccccc1C
  A: 0; B: 0; C: -1.1; D: -0.4; E: 0.8; F: -2; G: -0.8; H: -7; I: 0.1; J: ·; K: -1.9

Cc1ccc(-c2cc(C(=O)Nc3c(C)n(C)n(-c4ccccc4)c3=O)[nH]n2)c(O)c1C
  A: 2; B: 0; C: -2.3; D: -1.2; E: 3.1; F: -5; G: -0.6; H: -5; I: 5.2; J: -0.2; K: 1.3

COc1ccccc1C(=O)C1CCCN(C(=O)c2ccc3c(c2)OCCO3)C1 (stereo not drawn)
  A: -1; B: 2; C: -0.7; D: -1.2; E: -2.2; F: 3; G: -0.3; H: -5; I: 2.8; J: -0.2; K: 0.2

Cc1ccc(-c2nn(CCC(=O)NN3CCOCC3)c(=O)c3ccccc23)cc1
  A: 0; B: -1; C: 0.0; D: -0.1; E: 0.0; F: -2; G: 0.5; H: -2; I: 1.3; J: ·; K: 1.2

CC(C)n1c(O)c(N=NC(=O)CNC(=O)Cc2ccc(Cl)cc2)c2ccccc21
  A: 5; B: -2; C: -1.3; D: -1.3; E: -0.4; F: -14; G: -0.2; H: -3; I: -5.6; J: -0.1; K: -1.5

CS(=O)(=O)N(CC(=O)N1CCOCC1)c1ccc2c(c1)OCO2
  A: 11; B: -1; C: -0.8; D: -0.8; E: -1.3; F: 5; G: -0.1; H: 4; I: 1.3; J: 0.1; K: -1.8

CC1=C(C(=O)Nc2cc(C(=O)N3CCN(c4ccc(Cl)cc4)CC3)ccc2C)SCCO1
  A: -7; B: -3; C: -1.9; D: -3.4; E: 0.3; F: -2; G: -4.4; H: -9; I: -1.7; J: -2.0; K: -0.6

O=C(O)CSc1nc2c(c(C(F)(F)F)n1)CCCC2
  A: 5&3; B: -2&-3; C: -1.4&-1.6; D: -0.1&-1.9; E: -0.9&-0.6; F: 2&14; G: -0.3&1.1; H: -7&1; I: 0.7&-2.0; J: 5.1*!; K: -0.7&-1.1

CCn1cc(/C=C(\NC(=O)c2ccccc2Cl)C(=O)N2CCN(C)CC2)c2ccccc21
  A: -9; B: -2; C: -0.3; D: 3.1; E: 0.1; F: -3; G: 0.3; H: -13; I: 0.7; J: 0.9; K: -3.2

COc1ccc(-c2nnc(N(C)C(=O)C3CCCO3)s2)cc1 (stereo not drawn)
  A: -2; B: -1; C: -0.2; D: 2.5; E: 5.9; F: 3; G: 0.7; H: 3; I: 13*; J: 1.0; K: -1.1

COc1ccc(N2C(=O)CC(N3CCN(c4cccc(Cl)c4)CC3)C2=O)cc1 (stereo not drawn)
  A: -5; B: 1; C: -0.4; D: 1.6; E: 3.3; F: -3; G: -0.5; H: -6; I: -2.7; J: 0.8; K: 0.0

Cc1cccc(C)c1NS(=O)(=O)c1cc2c3c(c1)CC(=O)N3CCC2
  A: 2; B: 0; C: -0.6; D: 0.0; E: 0.7; F: -39; G: 0.4; H: -7; I: -2.3; J: -0.2; K: -0.9

CCOc1ncccc1C(=O)Nc1cccc(S(=O)(=O)NC2=NCCC2)c1
  A: 0; B: -1; C: -0.9; D: 0.2; E: 1.2; F: 8; G: -0.4; H: -5; I: -1.1; J: -0.6; K: 3.1

COCC(C)n1c(SCC(=O)N(C)C2CCS(=O)(=O)C2)nc2ccccc2c1=O (stereo not drawn)
  A: 1; B: 0; C: -1.2; D: 2.1; E: 2.3; F: 5; G: 0.7; H: -5; I: -1.8; J: -0.2; K: -0.2

COc1ccc(C(CC(=O)O)NC(=O)c2cc3cc(Br)ccc3oc2=O)cc1OC (stereo not drawn)
  A: -4; B: 3; C: -0.5; D: -1.6; E: 0.5; F: 2; G: 0.4; H: -4; I: -0.2; J: -0.2; K: 0.5

COC(=O)[C@]12CCCCC=C1N(Cc1ccco1)C(=O)[C@H](CC(=O)N1CCC(c3ccccc3)CC1)C2
  A: 8; B: 4; C: -2.1; D: 0.9; E: ·; F: -7; G: 1.0; H: -1; I: -1.4; J: ·; K: -1.0

COc1cccc(S(=O)(=O)N(C)C[C@H]2Oc3ncc(Br)cc3C(=O)N([C@H](C)CO)C[C@H]2C)c1
  A: -5; B: -2; C: -1.8; D: -1.3; E: 3.7; F: -7; G: -0.7; H: 4; I: 2.5; J: 2.0; K: -0.2

COC(=O)c1ccc(N2C(c3cc(OC)cc(OC)c3)=Cc3ccc(-c4cccnc4)cc3C2CC(=O)C2CC2)cc1 (stereo not drawn)
  A: -5; B: 4; C: -1.5; D: -1.7; E: ·; F: -1; G: -2.0; H: i; I: 1.6; J: ·; K: 2.0

CSc1ccc(CNC(=O)C2CCC(=O)N(CC3CCCCC3)C2)cc1 (stereo not drawn)
  A: -1; B: 1; C: -1.8; D: -0.2; E: 0.9; F: -4; G: -0.4; H: 1; I: -4.0; J: 1.1; K: -0.5

COc1cccc(CNC(=O)Cc2csc(NC(=O)Nc3ccccc3OC)n2)c1
  A: 3; B: -2; C: -1.5; D: -1.9; E: -0.8; F: -15; G: -0.5; H: -6; I: -3.7; J: -1.2; K: 1.3

CSc1ccc(C=Nn2c(-c3ccc(F)cc3)n[nH]c2=S)cc1
  A: 8; B: -5; C: -1.7; D: -0.6; E: ·; F: 7; G: -1.6; H: 1; I: -2.1; J: ·; K: ·

Ordered by molecular weight (lowest first): part of the list above
Screens by letter: A = Rev-erbA mod; B = SMARCA2 activ; C = ssDAF12 agonist; D = hcDAF12 agonist; E = FXN GAA850 act; F = HGIII-sPLA2 inh; G = DAX1 inh-1; H = PLC-beta3 inh; I = hgDAF-12 ag; J = DAX1 inh-2; K = PG9 binder
CSc1ccc(C=Nn2c(-c3ccc(F)cc3)n[nH]c2=S)cc1
  A: 8; B: -5; C: -1.7; D: -0.6; E: ·; F: 7; G: -1.6; H: 1; I: -2.1; J: ·; K: ·

CSc1ccc(CNC(=O)C2CCC(=O)N(CC3CCCCC3)C2)cc1 (stereo not drawn)
  A: -1; B: 1; C: -1.8; D: -0.2; E: 0.9; F: -4; G: -0.4; H: 1; I: -4.0; J: 1.1; K: -0.5

CCOc1ncccc1C(=O)Nc1cccc(S(=O)(=O)NC2=NCCC2)c1
  A: 0; B: -1; C: -0.9; D: 0.2; E: 1.2; F: 8; G: -0.4; H: -5; I: -1.1; J: -0.6; K: 3.1

COc1cccc(CNC(=O)Cc2csc(NC(=O)Nc3ccccc3OC)n2)c1
  A: 3; B: -2; C: -1.5; D: -1.9; E: -0.8; F: -15; G: -0.5; H: -6; I: -3.7; J: -1.2; K: 1.3

COc1ccc(C(CC(=O)O)NC(=O)c2cc3cc(Br)ccc3oc2=O)cc1OC (stereo not drawn)
  A: -4; B: 3; C: -0.5; D: -1.6; E: 0.5; F: 2; G: 0.4; H: -4; I: -0.2; J: -0.2; K: 0.5

COC(=O)[C@]12CCCCC=C1N(Cc1ccco1)C(=O)[C@H](CC(=O)N1CCC(c3ccccc3)CC1)C2
  A: 8; B: 4; C: -2.1; D: 0.9; E: ·; F: -7; G: 1.0; H: -1; I: -1.4; J: ·; K: -1.0

Screens (PubChem)
